# Assay outcomes: PubChem, several laboratories
# CAL PDZ FP – CAL PDZ (human) peptide binding inhibition; Q9HD26; purified CAL PDZ, TMR-peptide fluorescence polarization, 1 h; inhibition, % at 24.9 µM; AID 602252; hit rate 0.92% among 300,000;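 active = mean inhibition of at least 30% with at least half of replicates also reaching 30%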;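 also: 0% = DMSO neutral control and 100% = excess unlabeled competitor peptide PRC23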
# RTF Ca sens act – cardiac RTF calcium sensitization; P19429+P45379; activation, % at 7.2 µM; IANBD-labeled TnC RTF fluorescence at EC20 calcium; 0% EC20 calcium, 100% full calcium; AID 493008; hit rate 0.24% among 340,000;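 active = activation above the mean over all tested compounds plus 3 SD, cut at about 30% in these data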;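 also: rise in fluorescence read as greater calcium sensitivity of cardiac thin filaments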
# RTF Ca sens inh – cardiac RTF calcium desensitization. P19429+P45379. IANBD-labeled cardiac RTF, Ca2+ fluorescence. inhibition, % at 7.15 µM. hit rate 0.12% among 340,000;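 active = inhibition above the mean inhibition of all tested compounds plus 3 SD, cut at about 17% in these data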;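 also: assay run at fixed EC70 calcium of 1.6 mM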
# V-ATPase pH – yeast V-ATPase proton transport regulation by pHLuorin. S. cerevisiae, pHLuorin cytosolic pH fluorescence. response, % at 10 µM. hit rate 0.37% among 350,000; in the data active = response mostly above about 7.3%, no sharp cut-off; inactive = mostly below about 5.4%; also: actives read high; inactives centre near 0; some compounds called inactive have numbers as strong as hits; reference of the scale not given here
# OPRM1-OPRD1 inv – inverse agonists of human mu-delta opioid receptor heterodimerization | hit rate 0.21% among 340,000 | inhibition, % at 9.3 µM | cell-based MOR-DOR heterodimer luminescence, inverse agonism; in the data active = inhibition above about 22%, passing the limit was not always enough;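 also: 0% = cells with DMSO and 100% = wells without cells with DMSO; values of inactives mirror those of a sister screen read the other way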
# MOR-DOR ag – agonists of human mu-delta opioid receptor heterodimerization | AID 504326 | hit rate 0.3% among 340,000 | cells, OPRM1-OPRD1 heterodimerization, luminescence | activation, % at 9.3 µM | P35372+P41143; in the data active = activation above about 18%;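 also: 0% = vehicle-treated cells and 100% = reference agonist; values of inactives mirror those of a sister screen read the other way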
# HTR5A ag – activates human HTR5A in OPRM1-OPRD1 agonist counter-screen; HTR5A agonist assay, luminescence, cell-based; activation, % at 9.3 µM; hit rate 0.61% among 340,000; AID 504692; in the data active = activation mostly above about 9.5%, no sharp cut-off; inactive = mostly below about 7.6%;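 also: 0% = cells with vehicle only and 100% = reference agonist; strong numbers were not always called active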
# Target sequence (P47898 whole entry, looked up): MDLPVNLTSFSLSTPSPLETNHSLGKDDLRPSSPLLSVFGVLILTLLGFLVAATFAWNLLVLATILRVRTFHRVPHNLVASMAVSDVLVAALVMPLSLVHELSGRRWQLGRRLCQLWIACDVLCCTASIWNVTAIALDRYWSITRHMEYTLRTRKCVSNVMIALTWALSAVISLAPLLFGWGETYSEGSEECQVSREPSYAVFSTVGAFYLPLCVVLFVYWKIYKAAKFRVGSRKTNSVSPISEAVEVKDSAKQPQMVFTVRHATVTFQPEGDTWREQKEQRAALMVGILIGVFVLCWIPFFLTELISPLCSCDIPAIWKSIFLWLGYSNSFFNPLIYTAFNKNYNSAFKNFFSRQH
# C-LANA FP – inhibitors of KSHV LANA C-terminal domain DNA binding; MBP-C-LANA/FAM-LBS DNA binding, fluorescence polarization; inhibition, % at 9 µM; hit rate 0.078% among 340,000;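 active = highest replicate inhibition at or above 60% at 9 µM, even if other replicates fall short; inactive = all replicates below 60% inhibition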;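 also: 0% = neutral control wells and 100% = 4 µM acridine orange control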
# Keap1 Nrf2 FP – Keap1-Nrf2 (human) interaction inhibition | Q14145 | Keap1 Kelch-Nrf2 peptide fluorescence polarization, 1536-well | inhibition, % at 9.4 µM | hit rate 0.15% among 340,000; in the data active = inhibition above about 12%;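 also: human Keap1 Kelch domain with fluorescein labeled Nrf2 9mer peptide probe; 0% = neutral control wells and 100% = peptide positive control; higher means more block of Keap1 binding to Nrf2 peptide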
# Target sequence (Q14145 whole entry, looked up, the tested form may be a part): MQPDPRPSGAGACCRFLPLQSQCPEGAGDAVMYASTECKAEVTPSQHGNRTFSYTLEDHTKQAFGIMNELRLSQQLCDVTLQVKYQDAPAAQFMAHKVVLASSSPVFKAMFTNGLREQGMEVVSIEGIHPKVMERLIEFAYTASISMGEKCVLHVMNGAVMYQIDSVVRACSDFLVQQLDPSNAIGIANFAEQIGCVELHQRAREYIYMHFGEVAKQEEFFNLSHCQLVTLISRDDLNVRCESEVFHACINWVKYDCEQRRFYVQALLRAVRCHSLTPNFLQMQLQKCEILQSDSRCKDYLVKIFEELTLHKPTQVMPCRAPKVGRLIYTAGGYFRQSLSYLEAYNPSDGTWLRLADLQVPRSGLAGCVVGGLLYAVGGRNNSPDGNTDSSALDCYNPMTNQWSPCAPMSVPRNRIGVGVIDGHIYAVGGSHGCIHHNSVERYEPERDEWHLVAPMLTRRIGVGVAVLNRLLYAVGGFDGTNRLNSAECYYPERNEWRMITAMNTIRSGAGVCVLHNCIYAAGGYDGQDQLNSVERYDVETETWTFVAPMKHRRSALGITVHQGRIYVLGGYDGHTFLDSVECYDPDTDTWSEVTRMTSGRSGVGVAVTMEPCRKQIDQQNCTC
# HTR5A inv ag – counter-screen for OPRM1-OPRD1 inverse agonists: human HTR5A inverse agonism | P47898 | hit rate 0.083% among 340,000 | inhibition, % at 9.3 µM | AID 504634 | HTR5A cell line, luminescence; in the data active = inhibition mostly above about 23%, no sharp cut-off; inactive = mostly below about 18%;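 also: 0% = cells with DMSO and 100% = no-cell wells with DMSO; some compounds called inactive have numbers as strong as hits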
# An asterisk follows results filed as active; nt = no result given.
No.	SMILES	CAL PDZ FP	Keap1 Nrf2 FP	MOR-DOR ag	OPRM1-OPRD1 inv	RTF Ca sens inh	HTR5A ag	HTR5A inv ag	V-ATPase pH	RTF Ca sens act	C-LANA FP
1	O=C(NC12CC3CC(CC(C3)C1)C2)c1ccc(-c2cccc(Cl)c2)o1	-2	-5	-0.5	3	-11	3	9	-2	2	-2.3
2	Cc1nnc(SCC(=O)N2CCOCC2)s1	-3	-6	-2.4	12	1	8	-21	5	1	-0.4
3	CCn1nnnc1SCC(=O)N(C)C1CCS(=O)(=O)C1 (configuration not stated)	nt	37*	-2.2	12	0	-3	9	4	2	15
4	O=c1ccncn1C1OC(CO)C(O)C1O (configuration not stated)	1	1	-1.0	4	-8	1	-4	-1	-2	0.7
5	N=C1/C(=C\c2ccc(Br)o2)C(=O)N=C2SC(CC(=O)N3CCCCC3)=NN12	-6	-1	-1.0	5	-8	-3	7	0	6	9.9
6	OC(COC(c1ccc(Cl)cc1)c1ccc(Cl)cc1)CN1CCc2ccccc2C1 (configuration not stated)	-1	-4	7.6	-54	7	1	-2	3	-3	-0.6
7	CNC(=O)c1ccccc1Sc1ccccc1C#N	-3	0	-3.5	20	-4	2	-4	1	6	0.6
8	Cc1ccc(SCC(=O)N2CC(C)OC(C)C2)cc1 (configuration not stated)	-2	0	-0.9	6	11	5	-14	-5	3	-0.5

# More results follow.
No.	SMILES	CAL PDZ FP	Keap1 Nrf2 FP	MOR-DOR ag	OPRM1-OPRD1 inv	RTF Ca sens inh	HTR5A ag	HTR5A inv ag	V-ATPase pH	RTF Ca sens act	C-LANA FP
9	CC(C)N=C(Nc1ccc(Cl)cc1)c1cccnc1	-2	-4	-2.2	10	-3	8	-21	0	3	0.3
10	O=C(O)c1ccc(-c2nnn(Cc3ccccc3F)n2)cc1	-1	2	-2.9	16	5	6	-16	-4	-4	0.3
11	CCC1(CC)C(=O)NC(=S)N=C1N	-1	-2	-4.3	21	5	3	-12	-1	-1	-0.3
12	CCOC(=O)C1=C(C)NC(=O)NC1c1c(OCC(=O)N2CCCCC2)ccc2ccccc12 (configuration not stated)	-12	-5	-2.4	10	-4	4	17	3	-4	2.2
13	O=C(CCNS(=O)(=O)c1ccc(Br)cc1)NCc1cccs1	nt	-2	0.0	0	-10	0	-23	-2	3	0.5
14	O=C(NCCCN1CCCC1=O)Nc1ccccc1F	-12	3	-0.5	2	-3	-2	4	2	2	-0.2
15	Cc1nn(CC(=O)OC(C)C(=O)Nc2ccccc2[N+](=O)[O-])c(C)c1[N+](=O)[O-] (configuration not stated)	-4	1	-2.1	11	-9	-3	12	-1	-1	0.9
16	CCn1c(CC(=O)Nc2ccc(F)cc2)nnc1SCC(=O)N1CCOCC1	-5	-1	0.2	-1	-9	3	-11	2	12	0.8

# Compound profiles, as listed above:
# `CCOC(=O)C1=C(C)NC(=O)NC1c1c(OCC(=O)N2CCCCC2)ccc2ccccc12` (configuration not stated) as listed: CAL PDZ FP: -12; Keap1 Nrf2 FP: -5; MOR-DOR ag: -2.4; OPRM1-OPRD1 inv: 10; RTF Ca sens inh: -4; HTR5A ag: 4; HTR5A inv ag: 17; V-ATPase pH: 3; RTF Ca sens act: -4; C-LANA FP: 2.2
# `CCn1c(CC(=O)Nc2ccc(F)cc2)nnc1SCC(=O)N1CCOCC1` as listed: CAL PDZ FP: -5; Keap1 Nrf2 FP: -1; MOR-DOR ag: 0.2; OPRM1-OPRD1 inv: -1; RTF Ca sens inh: -9; HTR5A ag: 3; HTR5A inv ag: -11; V-ATPase pH: 2; RTF Ca sens act: 12; C-LANA FP: 0.8

# Remaining list, next part
No.	SMILES	CAL PDZ FP	Keap1 Nrf2 FP	MOR-DOR ag	OPRM1-OPRD1 inv	RTF Ca sens inh	HTR5A ag	HTR5A inv ag	V-ATPase pH	RTF Ca sens act	C-LANA FP
17	CCC1CCc2sc(C(=O)N(C)CC(=O)Nc3ccc(N4CCOCC4)cc3)cc2C1 (configuration not stated)	-3	-2	-0.9	6	1	-1	2	1	-6	-0.2
18	COc1ccc(OC)c(/C=N/NC(=O)C(O)c2ccccc2)c1 (configuration not stated)	-2	-5	-1.2	6	-11	0	2	2	-4	5.0
19	O=C1[C@H]2[C@@H](c3ccc(F)cc3)N3C(=O)N(c4cccc(Br)c4)C(=O)[C@@]3(Cc3ccc(Cl)cc3)[C@H]2C(=O)N1C1CCCCC1	3	-5	-0.6	3	-6	0	-2	2	-6	2.1
20	CCOC(=O)c1cc2nc(-c3ccco3)cc(C(F)(F)F)n2n1	-3	-3	1.9	-11	-9	-6	15	1	7	-0.5
21	COC(=O)c1ccc(NC(=O)CSc2nc3[nH]ncc3c(=O)[nH]2)cc1	nt	-4	-0.1	1	-4	-1	3	4	-4	1.0
22	FC(F)(F)c1ccc(NC(=S)NCc2ccccc2)cc1	6	-4	4.7	-26	-4	5	-14	-1	2	-0.6
23	Cc1cccc(C(=O)OCC(=O)Nc2nnc(-c3ccccc3)o2)c1O	-3	-2	-2.1	11	-12	13	-32	2	-7	2.2
24	O=C(Nc1ccc(Nc2ccccc2)cc1)c1ccc(Cl)cc1	nt	-2	0.9	-5	-3	-1	-4	0	-1	-1.4

# Reprinted from the part before: five entries, then new ones.
No.	SMILES	CAL PDZ FP	Keap1 Nrf2 FP	MOR-DOR ag	OPRM1-OPRD1 inv	RTF Ca sens inh	HTR5A ag	HTR5A inv ag	V-ATPase pH	RTF Ca sens act	C-LANA FP
20	CCOC(=O)c1cc2nc(-c3ccco3)cc(C(F)(F)F)n2n1	-3	-3	1.9	-11	-9	-6	15	1	7	-0.5
21	COC(=O)c1ccc(NC(=O)CSc2nc3[nH]ncc3c(=O)[nH]2)cc1	nt	-4	-0.1	1	-4	-1	3	4	-4	1.0
22	FC(F)(F)c1ccc(NC(=S)NCc2ccccc2)cc1	6	-4	4.7	-26	-4	5	-14	-1	2	-0.6
23	Cc1cccc(C(=O)OCC(=O)Nc2nnc(-c3ccccc3)o2)c1O	-3	-2	-2.1	11	-12	13	-32	2	-7	2.2
24	O=C(Nc1ccc(Nc2ccccc2)cc1)c1ccc(Cl)cc1	nt	-2	0.9	-5	-3	-1	-4	0	-1	-1.4
25	c1ccc2c(c1)CCCN2Cc1nnc2n1CCCCC2	-1	5	-4.0	23	-54	0	-19	-1	37*	21
26	C(=N\n1cnc2ccccc21)/c1cccnc1	nt	-4	-0.6	3	1	3	6	0	0	-0.1
27	CCN(C[C@H]1N[C@@](C)(C(=O)OC)[C@H]2C(=O)N(Cc3ccccc3)C(=O)[C@@H]12)C(=O)c1ccccc1	2	2	1.4	-6	-5	2	-6	0	2	-1.0
28	COc1ccc(C=NNC(=O)CCCC(=O)NN=Cc2ccc(OC)c(OC)c2)cc1OC	nt	-2	-1.8	8	-1	-1	3	-1	0	1.8
29	CN1CCN(c2ccccc2NC(=O)c2ccc(Br)o2)CC1	3	3	-3.6	15	3	2	-5	-3	-3	-1.3
30	CC(C)NC(=O)CN(C(=O)CCC(=O)Nc1ccccn1)c1ccc(F)c(Cl)c1	-6	1	-1.5	6	-7	1	1	-1	-5	0.9
31	O=C(/C=C/c1ccc(Cl)c([N+](=O)[O-])c1)Nc1ccc(N2CCCC2)c(Cl)c1	-3	-2	1.0	-5	-17	-2	-16	2	-1	-0.7
32	O=C(CN1CCCC1)Nc1ccc(Cl)cc1C(F)(F)F	nt	-3	-1.5	8	-1	3	-2	4	0	-1.1

# Further results follow:
No.	SMILES	CAL PDZ FP	Keap1 Nrf2 FP	MOR-DOR ag	OPRM1-OPRD1 inv	RTF Ca sens inh	HTR5A ag	HTR5A inv ag	V-ATPase pH	RTF Ca sens act	C-LANA FP
33	N#Cc1ccc(Sc2nc3ccccc3[nH]2)cc1C#N	-2	-1	-1.1	6	-3	-2	-19	-1	7	1.0
34	Oc1cccc(/C=N/N2CCN(c3ccccn3)CC2)c1	1	2	-0.4	2	-9	-1	3	-3	-1	1.2
35	COC(=O)c1[nH]c2cc(C)ccc2c1NC(=O)CN1CCN(c2ccccc2OC)CC1	-2	-4	-2.4	14	-5	5	1	0	-1	0.2
36	CCN1C(=O)[C@@H]2[C@@H](c3ccc(-c4cccc(Cl)c4)c(OC)c3)N3CCCC[C@@]3(C(=O)OC)[C@@H]2C1=O	-8	-4	-1.2	6	-10	0	-39	15	-6	-3.0
37	CN(C)C(CNC(=O)CCNC(=O)c1ccc(Br)cc1)c1ccco1 (configuration not stated)	-9	-4	0.2	-1	4	2	-5	-2	4	-0.5
38	OCCC1CN(CC#Cc2ccccc2)CCN1Cc1ccccc1F (configuration not stated)	8	7	-0.5	3	-4	9	-24	9	-3	0.8
39	CCCCn1c(N)c(N(CCOC)C(=O)c2ccc(N3CCCC3=O)cc2)c(=O)[nH]c1=O	-2	1	-5.7	23	-3	-2	5	-2	2	0.4
40	Cc1ccccc1Cn1c(-c2ccc(=O)[nH]c2)nc2ccccc21	-3	-6	-3.2	14	-6	3	-10	1	2	-0.2

# Records listed so far marked active in Keap1 Nrf2 FP:
no. | mol | CAL PDZ FP | Keap1 Nrf2 FP | MOR-DOR ag | OPRM1-OPRD1 inv | V-ATPase pH | C-LANA FP
3 | CCn1nnnc1SCC(=O)N(C)C1CCS(=O)(=O)C1 (configuration not stated) | nt | 37* | -2.2 | 12 | 4 | 15

# Given screen by screen: entries from further up
35	COC(=O)c1[nH]c2cc(C)ccc2c1NC(=O)CN1CCN(c2ccccc2OC)CC1
38	OCCC1CN(CC#Cc2ccccc2)CCN1Cc1ccccc1F (configuration not stated)

screen / no. | 35 | 38
CAL PDZ FP | -2 | 8
Keap1 Nrf2 FP | -4 | 7
MOR-DOR ag | -2.4 | -0.5
OPRM1-OPRD1 inv | 14 | 3
RTF Ca sens inh | -5 | -4
HTR5A ag | 5 | 9
HTR5A inv ag | 1 | -24
V-ATPase pH | 0 | 9
RTF Ca sens act | -1 | -3
C-LANA FP | 0.2 | 0.8

# The list continues:
No.	SMILES	CAL PDZ FP	Keap1 Nrf2 FP	MOR-DOR ag	OPRM1-OPRD1 inv	RTF Ca sens inh	HTR5A ag	HTR5A inv ag	V-ATPase pH	RTF Ca sens act	C-LANA FP
41	COc1ccc(C(C)=O)cc1CSc1nnc(C)s1	-1	-4	-0.8	4	0	-2	-18	2	0	0.4
42	COc1ccc(C(CCN2CCCC2)c2c(O)cc(OC)cc2OC)cc1 (configuration not stated)	-4	2	0.1	-1	6	-1	4	4	5	1.4
43	CCOc1ccc(N2C(=O)Nc3ccccc3C2(O)C(=O)NCc2ccco2)cc1 (configuration not stated)	-1	-3	-2.0	10	7	-1	2	1	0	0.5
44	CCOC(=O)c1c(C)[nH]c(C)c1C(=O)CSc1nnc(-c2cc(OC)c(OC)c(OC)c2)o1	4	-2	-3.7	22	-9	1	13	3	6	0.0
45	COc1ccc(OC)c(-c2csc(NC(=O)CSCc3c(C)noc3C)n2)c1	-2	1	1.1	-7	-12	0	-1	-2	-15	-0.7
46	O=C(Nc1cccc2ccccc12)N(c1ccccc1)c1ccccc1	3	-1	0.0	0	-2	0	2	-6	-5	1.2
